Screening results deposited in PubChem by National Center for Advancing Translational Sciences (NCATS).
TRPV1 ag – agonists of human vanilloid receptor 1 (TRPV1); TRPV1-expressing cells, Fluo-8 calcium influx, agonist mode; Q8NER1; AID 540275; 0.19% of 320,000 active; activation, % at 8.33 µM; in the data active = activation above about 80%; inconclusive = between about 30% and that limit; note: 0% is about no effect
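Cells expressing TRPV1 were dye-loaded with Fluo-8 and read kinetically: 10 s baseline, 3 min after compound (agonist portion), then 2 min after EC20 capsaicin (allosteric enhancer portion). Calcium-bound dye fluorescence at 480/520 nm.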
a7 integrin act – activates integrin-mediated alleviation for muscular dystrophy | Potency, µM (highest dose often 38.3 µM), without a hit: at the top dose activation, actives largely listed as activators | 0.064% of 350,000 active | alpha7betagal myoblasts, beta-gal FDG fluorescence, 48 h;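 note: potency is the fitted concentration of half-maximal effect; 100% = response of the positive control SU9516; nearly all actives have a fitted effect of over 60% in size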
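Alpha7betagal+/- myoblasts (passage 13) were plated 16-24 hr, then exposed to compounds (1:260 dilution of DMSO stock) for 48 hours at 37C. After MPER lysis, β-galactosidase reporter activity was read as FDG fluorescence (ex 480/em 540) after 30 minutes.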
MLL CXXC-DNA inh – inhibitors of human MLL CXXC domain-DNA interaction. Q03164. MLL-CXXC / FITC-HOXA9 DNA fluorescence polarization. Potency, µM (titrated, usually from 115 µM), inactives show at the top dose activity change, negative = inhibition, usual class: inhibitors. AID 2662. 0.037% of 290,000 active; active = well fitted inhibition curve with a large enough effect in the polarisation, with a control signal flat, not every such curve was filed as active; inconclusive = small, poorly fitted or top-dose-only effect, or effect the other way, or a change in a side signal; inactive = no such curve, though single readings can be large or run the other way; the % refers to the polarisation; note: potency is the fitted concentration of half-maximal effect
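Steps: dispense CXXC domain solution (7 uM) → pin compounds or unlabeled HOX-A9 DNA control → 5 min ambient → add FLSN-HOX-A9 solution (50 nM) → spin → 30 min ambient → fluorescence polarization. Tris pH 7.5/NaCl/DTT/BSA buffer.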
TCR act – activates T cell receptor signaling; primary human leukocytes, anti-CD3, IL-2 HTRF, 48 h; Potency, µM (highest dose often 9.22 µM), for the others: at the top dose activation of IL-2 secretion, usual class: activators; 330,000 tested, under 10 active; AID 504894; note: % of control where 0% means no effect
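HTRF read-out of IL-2 secretion: europium cryptate donor excited at 320nm, d2 acceptor emission at 665nm. Cells were primary human leukocytes incubated 48 hr with compounds and a-CD3 beads, supplying TCR signal only.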
B2AR arrestin – beta2AR (human) beta-arrestin recruitment activity; Potency, µM (highest dose often 46.1 µM), for the others: top-dose activation, actives largely listed as activators; AID 492947; beta-arrestin recruitment to beta2AR, cell-based reporter; P07550; 0.02% of 330,000 active;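 note: potency is the fitted concentration of half-maximal effect; 0% = DMSO controls and full agonism = EC100 isoproterenol or metaproterenol; nearly all actives have a fitted effect of over 65% in size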
Target sequence (P07550 whole entry, looked up): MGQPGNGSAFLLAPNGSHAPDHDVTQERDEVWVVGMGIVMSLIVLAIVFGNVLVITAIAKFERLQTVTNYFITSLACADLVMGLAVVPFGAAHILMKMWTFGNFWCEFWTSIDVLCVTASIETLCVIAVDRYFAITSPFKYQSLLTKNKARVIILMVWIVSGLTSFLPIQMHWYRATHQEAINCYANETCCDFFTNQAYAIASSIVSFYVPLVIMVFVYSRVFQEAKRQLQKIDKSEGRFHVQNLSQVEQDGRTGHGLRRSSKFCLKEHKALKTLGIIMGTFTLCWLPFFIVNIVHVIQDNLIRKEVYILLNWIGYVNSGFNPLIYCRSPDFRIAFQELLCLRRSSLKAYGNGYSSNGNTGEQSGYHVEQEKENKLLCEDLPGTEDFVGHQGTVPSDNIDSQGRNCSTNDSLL
AT treatment – potential ataxia-telangiectasia treatment. […] A-T fibroblasts, KAP-1 phosphorylation AlphaLISA; neocarzinostatin DNA damage 30 min before lysis. Potency, µM (top dose mostly 57.5 µM), without a hit: at the top dose activation, actives largely listed as activators. 0.19% of 320,000 active; note: potency is the fitted concentration of half-maximal effect; % of control where 0% means no effect; nearly all actives have a fitted effect of over 45% in size
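hTERT-immortalized A-T patient fibroblasts ([…]), 500 cells/well in OPTI-MEM, 1% FBS, got compounds for 60 min, then NCS for 30 min at 37C. Lysates were then assayed for phospho-KAP-1 by AlphaLISA (anti-pKAP1 donor, anti-KAP1 acceptor beads), 6 hr at 25C.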
PTAP TSG101 blk – blocks PTAP/TSG101 interaction to inhibit HIV-1 budding; Potency, µM (series often up to 115 µM), for inactives: top-dose activity change, negative = inhibition, most hits filed as inhibitors; AID 493005; 340,000 tested, under 10 active; Fluorescence polarization, FITC-PTAP peptide / Tsg101 binding; Q99816; active = well fitted inhibition curve with a large enough effect in the main read-out, with a control signal flat, not every such curve was filed as active; inconclusive = small, poorly fitted or top-dose-only effect, or effect the other way, or a change in a side signal; inactive = no such curve, though single readings can be large or run the other way; note: potency is the fitted concentration of half-maximal effect; % of control where 0% means no effect
Target sequence (Q99816 whole entry, looked up): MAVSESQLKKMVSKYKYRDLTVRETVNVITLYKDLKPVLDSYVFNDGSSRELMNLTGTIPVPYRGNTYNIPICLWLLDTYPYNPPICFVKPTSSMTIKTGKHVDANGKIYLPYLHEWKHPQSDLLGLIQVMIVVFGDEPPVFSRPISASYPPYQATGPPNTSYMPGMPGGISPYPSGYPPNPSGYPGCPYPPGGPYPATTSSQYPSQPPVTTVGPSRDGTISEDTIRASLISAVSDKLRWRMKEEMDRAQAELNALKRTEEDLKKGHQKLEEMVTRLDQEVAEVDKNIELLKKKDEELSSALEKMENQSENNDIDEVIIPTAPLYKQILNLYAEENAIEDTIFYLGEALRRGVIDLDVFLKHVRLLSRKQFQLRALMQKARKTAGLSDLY
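FP read-out: FITC-PTAP peptide, 50 nM final, binding Tsg101 binding domain, 10 uM final; 20 min, r.t.; 10 mM HEPES pH 7.5, 0.15 M NaCl, 0.01% Tween 20, 3 mM EDTA, 0.1 mM TCEP.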
BRCA1 expr act – BRCA1 expression activation; MCF7-BRCA1-FFLuc reporter, luminescence, 48 h; response scale: scaled: vehicle 0%, 10 µM genistein 100%; Potency, µM (highest dose often 46.1 µM), inactives show top-dose activation, most hits filed as activators; 1.1% of 380,000 active; note: potency is the fitted concentration of half-maximal effect; nearly all actives have a fitted effect of over 80% in size; some results filed as inactive show a strong effect at the top dose
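MCF7-BRCA1-FFLuc cells, 2000/well in phenol-red-free MEM, attached 2 h then treated 48 h at 37 C. Luciferase luminescence read 15 min after reagent; normalized to genistein maximum activation (10microM) and DMSO, concentration-response fitted.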
p53 reactivation – mutant p53 re-activation in reporter cells; Potency, µM (doses to about 92.2 µM), without a hit: at the highest dose activity change, positive = activation, hits mostly activators; 0.063% of 320,000 active; H1299 p53-A138V BP100-luciferase reporter, luminescence, 24 h; note: potency is the fitted concentration of half-maximal effect; % of control where 0% means no effect; nearly all actives have a fitted effect of over 45% in size
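H1299 (p53-null), stable ts p53-A138V + BP100-Luc; 1000 cells/well, Opti-MEM/10% FBS; cpd 4 pt, 1:5; 24 h, 37 deg C, 5% CO2; detection reagent 10 min RT; luminescence.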
ELG1 repair inh – ELG1-dependent DNA repair inhibition. 2.3% of 330,000 active. HEK293T ELG1-luciferase reporter, luminescence, 16 h; DNA damage induced by 5-fluorouridine. Potency, µM (titrated, usually from 46.1 µM), inactives show at the top dose activity change, negative = inhibition, actives largely listed as inhibitors; note: potency is the fitted concentration of half-maximal effect; % is set by controls: 0 for no effect and ±100 for the full control effect; nearly all actives have a fitted effect of over 55% in size
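Reporter activity after DNA damage by 5-fluorouridine is monitored. Compound-treated cells incubate 16 hr at 37 °C, then ONE-Glo is added for 30 min before luminescence reading.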
* = called active by the depositor; u = inconclusive; x = not tested or not shown; [ ] = remark or other dose. Unless noted, calls come from the whole dose curve; as a rule, active = well fitted curve in the direction sought with a large enough effect; inconclusive = small, poorly fitted or top-dose-only effect, or another doubt; inactive = no such curve, though single readings can be large; an effect the other way counts as inactive or inconclusive. Compounds were not picked by outcome, and some 3.8% of all compounds hit somewhere here.

SMILES	TRPV1 ag	a7 integrin act	MLL CXXC-DNA inh	TCR act	B2AR arrestin	AT treatment	PTAP TSG101 blk	BRCA1 expr act	p53 reactivation	ELG1 repair inh
CCOC(=O)c1cc2c(=O)n3ccccc3nc2n(CCOC)c1=NC(=O)c1c(-c2c(F)cccc2Cl)noc1C	2	18%	-4%	9%	-0.8%	-1%	-3%	-39%	-5%	-6%
O=c1cc(-c2ccccc2)[nH]n2cnnc12	-2	9%	-7%	1%	-0.3%	7%	-2%	1%	5%	17%
O=C(COC(=O)CNC(=O)c1ccccc1)Nc1cccc(Br)c1	5	14%	2%	0%[46.1 µM]	-0.8%	-4%	0%	11%	-7%	19%
COCCCNC(=S)N/N=C/c1ccc(N(C)C)cc1	0	13%	5%	1%	5.6%	2%	-5%	0%	10%	u
COc1ccc(N2CCN(C(=O)COC(=O)CCS(=O)(=O)c3ccc(C)cc3)CC2)cc1	-1	-37%	x	7%	-0.6%	-1%	-2%	10%	-4%	27%
CC(=O)Nc1ccc(S(=O)(=O)Oc2ccc(Br)cc2C(=S)N2CCOCC2)cc1	29	8%	1%	-15%	-0.5%	-2%	-1%	-41%	-12%	-8%
CCC(=O)Nc1nnc(-c2ccc(Cl)s2)o1	1	2%	0%	2%	0.1%	-1%	-9%	59%	-1%	u
O=C(CCN1C(=O)C2C3C=CC(C3)C2C1=O)Nc1ccccn1 (stereo unspecified)	-4	2%	-10%	-27%	x	x	-2%	-1%	x	x
COc1ccccc1NC(=O)N[C@@H](Cc1c[nH]c2ccccc12)C(=O)NN	1	4%	22%	-2%	-0.3%	1%	-3%	-21%	-2%	-7%
CN(C)S(=O)(=O)c1ccc(N2CCCC2)c(C(=O)NC2(C)CCS(=O)(=O)C2)c1 (stereo unspecified)	-5	-23%	x	-1%	-0.6%	6%	0%	-10%	-3%	13%
O=C(Nc1ccccc1OC(F)F)c1ccc(Br)o1	0	-11%	1%	1%	-0.4%	11%	-4%	-5%	0%	1%
CC(C)=C(NC(=O)c1ccccc1)C(=O)N1CCOCC1	0	12%	4%	-3%	0.0%	12%	1%	-1%	0%	-3%
CCOC(=O)c1cc(CC)sc1NC(=O)CC1SC(N)=NC1=O (stereo unspecified)	0	5%	10%	5%	3.4%	-6%	-5%	-3%	-4%	2%
CCC1=NN2C(=N)/C(=C/c3ccc(OS(=O)(=O)c4ccc(C)cc4)c(OC)c3)C(=O)N=C2S1	0	-34%	-29%	2%	-0.2%	-1%	-2%	1%	2%	24%
O=C(NNC(=O)c1ccco1)Nc1ccccc1	-3	7%	-8%	-2%	-0.7%	-21%	1%	-1%	12%	20%
O=c1/c(=C/c2cccc3ccccc23)sc2ncnn12	-3	-19%	25%	5%	0.4%	2%	-14%	5%	3%	5%
Cc1ccc(NS(=O)(=O)c2cccc3nsnc23)cc1[N+](=O)[O-]	0	-2%	51%[activator]	-2%	0.0%	-3%	-5%	-2%	-1%	-15%
COc1ccc(Nc2ncc(C#N)c(N)n2)c(OC)c1	3	37%	-12%	-10%	0.3%	-9%	-1%	64%	7%	u
CCOc1ccc(CCNC(=O)COC(=O)c2cccc(N(C)C)c2)cc1OCC	-3	-15%	x	-1%	0.3%	1%	-3%	u	7%	u
CCC(C)(C(=O)Nc1ccc2c(c1)OCCO2)N(C(C)=O)c1ccc(C(N)=O)cc1 (stereo unspecified)	-1	11%	-3%	4%	-0.2%	-5%	0%	-1%[1.84 µM]	1%	15%
O=C(NCc1ccccn1)C1CCC(=O)N1C1CCCCC1 (stereo unspecified)	2	14%	3%	-1%	-0.3%	6%	-1%	7%	-6%	7%
Cc1cc(C)n(CC(=O)NNC(=O)c2ccc(NC(=O)CC#N)cc2)n1	1	-8%	x	0%	8.8%	10%	-3%	0%	-4%	18%
O=C(COC(=O)C12CC3CC(CC(Cl)(C3)C1)C2)Nc1ccccc1	x	17%	x	-8%	-0.2%	-13%	0%	-12%	0%	27%
Cc1cc(C)nc(N/N=C/c2cccc3ccccc23)n1	2	34%	1%	-2%[46.1 µM]	-0.9%	-9%	-3%	83%	17%	u
COc1ccc(/C=N/NC(=O)c2cc(-c3ccc4c(c3)OCO4)n[nH]2)cc1OC	-2	u	-9%	-7%[46.1 µM]	-0.2%	-4%	-5%	14%	14%	15µM*
CC(C)CC(=O)Nc1ccc(Oc2ccc(NC(=O)CC(C)C)cc2)cc1	3	5%	5%	3%[46.1 µM]	-0.3%	-7%	-5%	0%	3%	8%
c1ccc2[nH]c(SCc3cn4cccnc4n3)nc2c1	2	-19%	10%	8%[46.1 µM]	-1.2%	-1%	-1%	61%	26%	u
CCOC(=O)N1CCN(S(=O)(=O)c2ccc(F)cc2)CC1	1	12%	0%	6%	-0.4%	-3%	-1%	-1%	19%	-18%
COC(=O)c1ccc(Sc2ccc(Cl)cc2)c(N)c1	20	26%	-6%	-1%	-0.7%	15%	-7%	8%	u	-6%
CCCCc1nc(SCCN2CCOCC2)c2c(=O)n(C)c(=O)n(C)c2n1	-3	0%	5%	-1%	0.4%	5%	-5%	4%	7%	-2%
Cc1cc(=O)oc2c(CN3CCCC3)c(O)c(Cl)cc12	-2	42%	-25%	-2%	-0.3%	18%	-5%	-26%	-2%	-5%
O=C1CC(NCc2ccc(F)cc2)C(=O)N1c1ccccc1 (stereo unspecified)	0	20%	-1%	-3%	0.1%	4%	-3%	-20%	9%	-12%
O=C(NNC(=O)c1cc(Br)c(Br)s1)c1csc(N2CCOCC2)n1	8	-8%	x	-3%	-0.5%	-1%	0%	-1%	0%	20%
COc1ccc(C(=O)c2c3ccccc3[n+]([O-])n2Cc2ccc(C(N)=O)cc2)cc1	6	-19%	x	5%	0.0%	6%	-2%	-18%	-6%	25%
CC(C)c1ccccc1NC(=O)COC(=O)Cc1ccsc1	16	20%	9%	-5%[46.1 µM]	-0.2%	1%	0%	21%	-8%	u
O=c1[nH]c2cc3c(cc2cc1C(c1nnnn1Cc1ccccc1)N1CCCc2ccccc21)OCO3 (stereo unspecified)	-1	8%	7%	2%[46.1 µM]	0.0%	3%	0%	1%	18%	0.65µM*
CCn1cc(Cl)c(C(=O)Nc2ccc3c(c2)OCCO3)n1	7	19%	-9%	x	-0.2%	-2%	3%	u	14%	u
COCCC(=O)N1CCC(Oc2ccc(C(=O)N3C[C@@H](C)O[C@@H](C)C3)cc2)CC1	3	15%	-15%	-2%	-1.6%	1%	x	-17%	x	2%
OC(COc1ccccc1Br)CN1CCNCC1 (stereo unspecified)	1	14%	13%	-1%	-0.9%	10%	-4%	4%	u	-1%
Cc1ccc(NC(=O)c2ccco2)nc1	x	-16%	x	-3%	x	x	-1%	84%	x	x
CSCCC(NC(=O)c1ccco1)C(=O)Nc1cc(C)ccn1 (stereo unspecified)	9	6%	x	-5%	-0.1%	1%	-1%	-8%	u	u
O=C(Nc1ccccn1)c1ccc2c(=O)n3c(nc2c1)CCCCC3	7	-7%	x	3%	-0.4%	-9%	-3%	87%	13%	u
Cc1cccc(N2CCN(CC(=O)NCc3ccc(Cl)cc3)CC2)c1C	83*	24%	5%	12%	-0.1%	14%	0%	7%	-5%	-23%
Cc1cc(C)cc(NC(=O)Nc2cc(S(=O)(=O)N(C)C)ccc2C)c1	-5	18%	-6%	0%	-0.2%	4%	-6%	-7%	-4%	-16%
O=C(Nc1ccccc1)c1ccc[nH]1	1	-65%[inhibitor]	4%	1%[46.1 µM]	-0.3%	0%	-3%	50%	u	u
Cc1c2c(nc3c(C(=O)NC4CCCC4)cnn13)CCCC2	20	-1%	2%	-1%	0.3%	2%	-8%	4%	1%	4%
Cc1ccc(S(=O)(=O)NCC(C)n2nc(C)cc2C)cc1 (stereo unspecified)	-2	-53%[inhibitor]	2%	6%	-0.1%	-1%	u	-17%	2%	-3%
O=C(COc1ccccc1)Nc1nnc(C23CC4CC(CC(C4)C2)C3)s1	10	25%	9%	3%	0.0%	-2%	-4%	u	26%	u
Cc1cc(Nc2c(C)n(C)n(-c3ccccc3)c2=O)n2c(nc3cc(F)c(F)cc32)c1C#N	-1	-10%	-6%	1%	0.3%	18%	1%	1%	-1%	-2%
CCOc1ccc(OCC)c(NC(=O)c2nnn(CC(=O)Nc3cc(C)cc(C)c3)c2N)c1	4	-65%[inhibitor]	-2%	0%	0.4%	6%	4%	-10%	-27%	26%
